ALDH1A1 block – qHTS Assay for Inhibitors of Aldehyde Dehydrogenase 1 (ALDH1A1); Aldehyde dehydrogenase 1A1 (Homo sapiens), P00352; AID 1030, 2008; Potency, µM (series often up to 75.3 µM), inactives show at the top dose activity, negative = inhibition, actives largely listed as inhibitors; Purified ALDH1A1, NADH fluorescence, propionaldehyde substrate; 220,000 compounds, 7.3% hits; active = well fitted inhibition curve with a large enough effect, not every such curve was filed as active; inconclusive = small, poorly fitted or top-dose-only effect, or another doubt; inactive = no such curve, though single readings can be large or run the other way;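 note: plate controls were no enzyme wells and a reference inhibitor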
Target sequence (P00352 whole entry, looked up): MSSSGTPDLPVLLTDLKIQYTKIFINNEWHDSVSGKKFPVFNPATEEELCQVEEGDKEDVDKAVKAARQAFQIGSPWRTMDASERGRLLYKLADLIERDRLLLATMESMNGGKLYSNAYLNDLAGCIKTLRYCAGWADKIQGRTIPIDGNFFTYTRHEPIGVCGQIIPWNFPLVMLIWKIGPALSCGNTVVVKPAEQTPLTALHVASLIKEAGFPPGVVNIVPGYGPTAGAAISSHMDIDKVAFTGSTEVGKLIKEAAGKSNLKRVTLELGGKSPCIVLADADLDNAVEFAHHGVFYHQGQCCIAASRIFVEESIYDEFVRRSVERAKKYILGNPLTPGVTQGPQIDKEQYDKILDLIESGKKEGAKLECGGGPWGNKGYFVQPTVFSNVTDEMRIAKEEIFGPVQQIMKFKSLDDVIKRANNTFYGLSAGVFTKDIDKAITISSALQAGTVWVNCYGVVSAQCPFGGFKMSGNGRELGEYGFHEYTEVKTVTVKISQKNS
Tau ThT inhib – qHTS for Inhibitors of Tau Fibril Formation, Thioflavin T Binding; Potency, µM (series often up to 57.4 µM), for inactives: at the highest dose activity, negative = inhibition, usual class: inhibitors; Microtubule-associated protein tau (Homo sapiens), P10636; 270,000 compounds, 2.1% hits; recombinant tau K18 P301L, heparin-induced fibrillization, ThT fluorescence; note: nearly all actives have a fitted effect of over 55% in size
Target sequence (P10636 561-689 P618L limits assumed): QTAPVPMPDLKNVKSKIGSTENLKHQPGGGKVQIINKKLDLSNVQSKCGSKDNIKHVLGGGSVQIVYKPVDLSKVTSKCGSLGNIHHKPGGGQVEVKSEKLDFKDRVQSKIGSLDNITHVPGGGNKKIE
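In this qHTS, human K18 P301L tau is incubated with compound and heparin for 6 hr at 37 C, and Thioflavin T fluorescence then reports fibril load.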
L3MBTL1 block – qHTS Assay for the Inhibitors of L3MBTL1 | Lethal(3)malignant brain tumor-like protein 1 (Homo sapiens), Q9Y468 | AlphaScreen L3MBTL1–H3K9me1 peptide binding | Potency, µM (titrated, usually from 57.1 µM), for inactives: top-dose activity, negative = inhibition, most hits filed as inhibitors | 230,000 compounds, 0.66% hits; note: nearly all actives have a fitted effect of over 60% in size
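AlphaScreen assay: L3MBTL1 (50 nM final) was preincubated 30 min at room temperature with biotinylated H3(1-15)K9me1 peptide (75 nM final), then 30 min with library compounds; streptavidin donor and nickel chelate acceptor beads (10 ug/mL final) added, 30 min dark.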
TR SRC2 fluor cs – Total Fluorescence Counterscreen for Inhibitors of the Interaction of Thyroid Hormone Receptor and Steroid Receptor Coregulator 2 | TRb/SRC2 Texas Red total fluorescence interference | Potency, µM (highest dose often 106 µM), for inactives: at the top dose fluorescence change, negative = quenching | AID 1479, 2009 | 280,000 compounds, 0.29% hits; active = well fitted curve in either direction with a large enough effect; inconclusive = small, poorly fitted or top-dose-only effect
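Flags fluorescent or light-absorbing compounds by total fluorescence, S + 2P, at 555 nm excitation and 632 nm emission. Mixture: 20 nM Texas Red SRC2 peptide, 0.6 uM human TRb LBD, 1 uM T3, 5% DMSO; compound exposure 5 h at ambient temperature.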
TRb SRC2 PPI – qHTS for Inhibitors of the Interaction of Thyroid Hormone Receptor and Steroid Receptor Coregulator 2. Thyroid hormone receptor beta (Homo sapiens), P10828. TRbeta-SRC2 peptide binding, fluorescence polarization; receptor liganded with 1 µM T3. Potency, µM (highest dose often 106 µM), inactives show top-dose activity change, negative = inhibition, actives largely listed as inhibitors. 280,000 compounds, 0.065% hits. AID 1469, 2008;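 note: plate controls were bound peptide for no effect and peptide without receptor for full effect; nearly all actives have a fitted effect of over 50% in size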
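Binding of a 20-amino-acid Texas Red SRC2 peptide (20 nM) to TRb ligand-binding domain (0.6 uM) with agonist T3 at 1 uM was followed by fluorescence polarization after a 5 hr room-temperature incubation.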
Tau fibril FP – qHTS for Inhibitors of Tau Fibril Formation, Fluorescence Polarization; Microtubule-associated protein tau (Homo sapiens), P10636; Potency, µM (top dose mostly 57.7 µM), without a hit: at the top dose activity, negative = inhibition, usual class: inhibitors; K18 P301L tau heparin fibrillization, Alexa594 FP, 6 h; 280,000 compounds, 0.39% hits; note: nearly all actives have a fitted effect of over 55% in size
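Heparin (20 uM) drove fibril formation of recombinant tau K18 P301L, 15 uM unlabeled with 0.24 uM Alexa 594 label, for 6 hr at 37 C in 100 mM sodium acetate pH 7. Fluorescence polarization (555/632 nm) read 1 hr after 30 uM ThT.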
Tau fluor cs – Counterscreen qHTS for Inhibitors of Tau Fibril Formation, Fluorescence Polarization | 280,000 compounds, 0.93% hits | AID 1463, 2008 | tau K18 P301L (four-repeat tau fragment) Alexa594 fluorescence, heparin fibrillization | Potency, µM (series often up to 57.7 µM), without a hit: at the highest dose activity change, negative = decrease; note: nearly all actives have a fitted effect of over 55% in size
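Human K18 P301L tau (15 uM unlabeled plus 0.24 uM Alexa 594-labeled, final) in 100 mM sodium acetate pH 7 was mixed with compound and 20 uM heparin and incubated 6 hr at 37 C.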
GLA spleen mod – qHTS Assay for Inhibitors and Activators of Human alpha-Galactosidase From Spleen Homogenate; Alpha-galactosidase A (Homo sapiens), P06280; human spleen homogenate, 4MU-alpha-Gal fluorescence, 40 min; Potency, µM (top dose mostly 80 µM), inactives show top-dose activity change, negative = inhibition, usual class: inhibitors; 240,000 compounds, 0.008% hits; AID 2107, 2009;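 note: 0% = enzyme with vehicle and -100% = no enzyme basal signal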
Target sequence (P06280 32-429 limits assumed): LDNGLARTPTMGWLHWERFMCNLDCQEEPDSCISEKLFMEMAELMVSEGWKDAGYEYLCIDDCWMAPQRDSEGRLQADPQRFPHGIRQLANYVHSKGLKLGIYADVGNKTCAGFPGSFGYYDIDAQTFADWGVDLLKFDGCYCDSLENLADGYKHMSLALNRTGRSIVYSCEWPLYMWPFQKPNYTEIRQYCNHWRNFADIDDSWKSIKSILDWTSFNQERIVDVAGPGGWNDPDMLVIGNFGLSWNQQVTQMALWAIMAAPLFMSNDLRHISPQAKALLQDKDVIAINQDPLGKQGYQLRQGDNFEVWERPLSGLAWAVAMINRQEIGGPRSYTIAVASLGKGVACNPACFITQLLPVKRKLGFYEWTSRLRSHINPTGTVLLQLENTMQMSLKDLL
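qHTS titration in buffer at pH 5.0. Alpha-galactosidase activity in spleen homogenate was measured via 4-methylumbelliferone release from 1 mM fluorogenic substrate after 40 min at 37C and a pH 10 stop. AC50 came from Hill fits of control-normalized data.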
Starred values were filed as active, the others as inactive; ? = inconclusive; / = not tested or not shown; & = joins results of further samples; [ ] = dose if it differs, or a comment. Unless noted, calls come from the whole dose curve; as a rule, active = well fitted curve in the direction sought with a large enough effect; inconclusive = small, poorly fitted or top-dose-only effect, or another doubt; inactive = no such curve, though single readings can be large; an effect the other way counts as inactive or inconclusive. Unless noted, % is set by controls: 0 for no effect and ±100 for the full control effect; potency is the fitted concentration of half-maximal effect. Hits appear at their usual frequency; about 8.5% have a hit in one of these screens.

Below each SMILES – ALDH1A1 block	Tau ThT inhib	L3MBTL1 block	TR SRC2 fluor cs	TRb SRC2 PPI	Tau fibril FP	Tau fluor cs	GLA spleen mod
- COc1ccc(Cl)cc1NC(=O)NC(C)C(C)(C)C (stereo unspecified)
 : 10%	0%	11%	-1%	-6%	?	-8%	2%
- Cc1ccc(SC[C@H](CC(C)C)N2CCN(CCc3ccccc3)CCC2=O)cc1
 : /	-15%	/	-1%	-1%	-1%	0%	0%
- CCOC(=O)Cc1nn(Cc2nc(-c3ccc(C)cc3)cs2)c(=O)c2ccccc12
 : 0%	-18%	63%[activator]	-1%	-2%	13%	-20%	-6%
- O=C(Nc1ccccc1)C1CCCN1C(=O)Nc1ccccc1[N+](=O)[O-] (stereo unspecified)
 : -2%	0%	-13%	-2%	-5%	1%	2%	-8%
- Cc1cc(OCCn2cc(/C(N)=N/O)c3ccccc32)ccc1Cl
 : 10%	-5%	-16%	-4%	-1%	6%	?	2%
- COc1ccc(-c2cc(C(F)(F)F)nc(SCC(=O)N3CCCCC3C)n2)cc1OC (stereo unspecified)
 : /	?	/	-1%	2%	3%	-16%	/
- C/C(N)=C(/C#N)C(=O)COC(=O)CNC(=O)c1ccc(Cl)cc1Cl
 : 6%	14%	6%	1%	0%	-3%	9%	1%
- CCc1nn(CCCC(=O)N2CCN(c3cccc(OC)c3)CC2)c(=O)c2cc3occc3n12
 : /	?	/	-5%	1%	-8%	-9%	/
- CNC(=O)c1nn(-c2ccc(Cl)cc2)ccc1=O
 : -8%	-8%	2%	-2%	-6%	-5%	-9%	-6%
- O=C(Nn1cnnc1)C(c1ccccc1)c1ccccc1
 : -9%	-5%	-6%	0%	3%	-6%	-6%	3%
- COc1cc(NC(=O)c2ccc(N)nc2)cc(C(=O)Nc2cccc(C(F)(F)F)c2)c1
 : /	?	/	-1%	2%	?	-20%	11%
- CN(C)C(=O)c1ccc(-c2nc(N(C)C)c3ccccc3n2)cc1
 : ?	-4%	/	-2%	6%	-3%	-8%	2%
- C=C(C)C(O)/C=C/CCCCCCC (stereo unspecified)
 : 12%[13.5 µM]	-7%[11.5 µM]	/	2%[11.2 µM]	8%[11.2 µM]	1%[11.6 µM]	-10%[11.6 µM]	-3%[17.5 µM]
- Fc1ccccc1CSc1nnc(-c2ccccc2)o1
 : -13%	-10%	32%[activator][11.4 µM]	1%	6%	2%	-8%	1%
- CC1(C)CC(=O)c2cc(-c3nc(-c4ccc(Cl)cc4)cs3)c(=O)n(-c3cccc(F)c3)c2C1
 : /	3%	/	?	-8%	-22%	-5%	/
- COc1ccc(C(=O)OC(C)C(=O)Nc2cc(C(F)(F)F)ccc2Cl)c(OC)c1OC (stereo unspecified)
 : 10%	?	18%	-3%	7%	-12%	-20%	-11%
- CCC1=C(c2ccc(C)cc2)S(=O)(=O)N=C1N1CCC(C(=O)NCc2ccc(C)cc2)CC1
 : /	-16%	/	-24%	5%	2%	-13%	/
- C=C(C)[C@H]1CC=C(C)C(=O)C1
 : 18%	0%	0%	0%	-4%	-9%	-5%	6%&0%
- Cc1ccc(C)c(N2CCN(C(c3ccncc3)c3nnnn3Cc3ccccc3)CC2)c1 (stereo unspecified)
 : 13µM*	-17%	0%	-4%	-4%	-2%	-5%	-6%
- COc1cccc(/C=C/C(=O)OCC(=O)c2c[nH]c3ccccc23)c1OC
 : 6%	-8%	-2%	-1%	0%	?	?	6%

Among those listed so far, these contain a CF3 group.
Below each SMILES – ALDH1A1 block	Tau ThT inhib	L3MBTL1 block	TR SRC2 fluor cs	TRb SRC2 PPI	Tau fibril FP	Tau fluor cs	GLA spleen mod
- COc1ccc(-c2cc(C(F)(F)F)nc(SCC(=O)N3CCCCC3C)n2)cc1OC (stereo unspecified)
 : /	?	/	-1%	2%	3%	-16%	/
- COc1cc(NC(=O)c2ccc(N)nc2)cc(C(=O)Nc2cccc(C(F)(F)F)c2)c1
 : /	?	/	-1%	2%	?	-20%	11%
- COc1ccc(C(=O)OC(C)C(=O)Nc2cc(C(F)(F)F)ccc2Cl)c(OC)c1OC (stereo unspecified)
 : 10%	?	18%	-3%	7%	-12%	-20%	-11%

Following part
Below each SMILES – ALDH1A1 block	Tau ThT inhib	L3MBTL1 block	TR SRC2 fluor cs	TRb SRC2 PPI	Tau fibril FP	Tau fluor cs	GLA spleen mod
- CCc1ccc(CNCc2c(C(=O)O)n(Cc3ccc(F)cc3Cl)c3cc(OC)ccc23)cc1
 : /	-13%	/	-1%	2%	-14%	-22%	/
- O=C(CCCSc1nc2ccccc2[nH]1)NC1CCCCC1
 : 0%	-4%	/	-1%	2%	-1%	-10%	1%
- CCCCC(=NCCc1c(C)[nH]c2ccccc12)C1=C(O)CC(c2ccccc2)CC1=O (stereo unspecified)
 : ?	-11%	/	0%	1%	-6%	-24%	9%
- CC1(C)CC(=O)C(CC2=C(N)CC(C)(C)CC2=O)=C(N)C1
 : /	3%	/	-1%	5%	1%	12%	2%
- O=c1[nH][nH]c(-c2ccccc2)c1C=Nc1ccc(C(F)(F)F)cc1
 : 2%	-12%	-8%	-2%	8%	-8%	-12%	2%
- COc1cc2c(=O)c(C(=O)c3ccc(F)cc3)cn(Cc3cccc(F)c3)c2cc1OC
 : /	-8%	/	2%	5%	-8%	-20%	/
- CCOC(=O)c1c(CC(C)C)csc1NC(C)=O
 : 10%	-2%	3%[11.4 µM]	-2%	-1%	9%	1%	4%
- NC(=O)c1cc([N+](=O)[O-])ccc1NCCN1C(=O)c2ccc(C(=O)O)cc2C1=O
 : ?	-9%	1%	-4%	-3%	-2%	11%	2%
- N#C/C(=C\c1cn(CCOc2ccccc2)c2ccccc12)C(=O)NCc1cccs1
 : ?	4%	-4%	-2%	-2%	1%	3%	5%
- Cc1ccccc1C(=O)Nc1sc2c(c1C(=O)N1CCCCC1)CCC(C)C2 (stereo unspecified)
 : /	-16%	/	-3%	11%	-5%	-13%	/
- CC1=CC(C#N)(C#N)C(C#N)(C#N)C(c2ccccc2)N1 (stereo unspecified)
 : ?	?	?	9%	-3%	-8%	-27%	23%
- CCc1nnc2c(NCc3ccc(F)cc3)nc3ccccc3n12
 : /	-7%	/	-3%	-1%	-4%	-8%	/
- CCCC(=O)NC(C)c1nc2ccccc2n1C (stereo unspecified)
 : 6%	12%	0%	-7%	-2%	-1%	11%	2%
- NC(=O)C1(N2CCCCC2)CCN(Cc2ccc(F)cc2)CC1
 : ?	1%	/	1%	12%	2%	-8%	14%
- Cc1ccc(F)cc1NC(=O)c1c(-c2ccccc2)noc1C
 : 3%	-5%	/	-3%	-10%	-9%	-9%	-3%
- OC(COc1ccc(CNCc2cccnc2)cc1)CN1CCc2ccccc2C1 (stereo unspecified)
 : -1%	-3%	-6%	1%[53 µM]	1%[53 µM]	7%	5%	2%
- Cc1cc(C)cc(OCC(=O)N2N=C(C(F)(F)F)CC2(O)C(C)(C)C)c1 (stereo unspecified)
 : ?	-16%	5%	1%	-1%	4%	-6%	4%
- CCOC(=O)Cc1csc(NC(=S)NC(=O)c2ccc([N+](=O)[O-])cc2)n1
 : ?	?	-7%	-1%[53 µM]	-8%[53 µM]	9%	-26%	5%
- C#CCn1c(=NC(=O)c2ccc(Cl)s2)sc2cccc(OC)c21
 : ?	?	6%	-2%	-5%	-2%	-14%	9%
- CCn1c(=N)c(C(=O)NC)cc2c(=O)n3cccc(C)c3nc21
 : ?	-9%	/	-2%	3%	2%	-12%	?
- CCCCn1c(=N)n(CCCOc2ccc(F)cc2)c2ccccc21
 : /	0%	/	1%	-9%	6%	2%	/
- CCCOc1ccc(/C(O)=C2/C(=O)C(=O)N(CCCn3ccnc3)C2c2ccco2)cc1 (stereo unspecified)
 : -14%	-15%	-1%	0%	-14%	-2%	-4%	-3%
- CC1Cc2ccccc2N1C(=O)CSc1nnc(Cc2ccccc2)n1CCc1ccccc1 (stereo unspecified)
 : ?	-18%	/	-2%	-6%	8%	-9%	-6%
- O=C(CNC(=O)c1ccccc1Cl)OCc1cc(=O)n2ccsc2n1
 : /	-5%	/	-1%	-5%	-4%	-3%	/
- CCC1Oc2ccccc2N(CC(=O)NCCCN2CCC(C)CC2)C1=O (stereo unspecified)
 : 12%	0%	9%	1%	3%	2%	4%	-21%
- CCn1c(/C=C/Nc2ccccc2)[n+](CC)c2ccc(Cl)cc21
 : 1%	-8%	-5%	-4%	7%	-5%	-9%	-3%
- COc1ccc(S(=O)(=O)N2CCN(c3ccccc3OC)CC2)cc1-c1noc(C)n1
 : /	?	/	1%	10%	9%	-7%	/
- CCc1cccc(C)c1NC(=O)CN1C(=O)NC(Cc2ccccc2)C1=O (stereo unspecified)
 : 5%	-9%	/	-1%	-2%	-4%	-11%	-1%
- CCNC(=O)C12CCC(C)(C(=O)C1Br)C2(C)C (stereo unspecified)
 : ?	-1%	-15%	-4%	-5%	6%	-3%	13%
- CCn1cc(C(=O)NCCCN2CCCCCC2)c(=O)c2cc(S(=O)(=O)N3CCc4ccccc4C3)ccc21
 : 7.9µM*	-19%	/	-1%	0%	-3%	-4%	-4%
- Cn1c(Cc2ccccc2)nnc1SCC(=O)c1cccs1
 : -4%	-10%	/	-2%	-1%	-13%	-10%	4%
- Cc1cc(C)c2c(c1)/C(=c1/sc3n(c1=O)CN(c1ccccc1)CN=3)C(=O)N2
 : /	/	/	-5%	0%	11%	?	7%
- O=C(CCCl)N(Cc1nc2ccccc2c(=O)[nH]1)Cc1cccs1
 : -7%	-4%	3%	0%[53 µM]	9%[53 µM]	-3%	-5%	-2%
